# Screening results: PubChem, Broad Institute
# UGM FP inh = Mtb UDP-galactopyranose mutase inhibition; P9WIQ1; AID 504406; purified UGM, fluorescence polarization probe displacement; 0.06% of 320,000 active; inhibition, % at 10 µM; in the data active = inhibition above about 10%, passing the limit was not always enough
# Target sequence (P9WIQ1 whole entry, looked up): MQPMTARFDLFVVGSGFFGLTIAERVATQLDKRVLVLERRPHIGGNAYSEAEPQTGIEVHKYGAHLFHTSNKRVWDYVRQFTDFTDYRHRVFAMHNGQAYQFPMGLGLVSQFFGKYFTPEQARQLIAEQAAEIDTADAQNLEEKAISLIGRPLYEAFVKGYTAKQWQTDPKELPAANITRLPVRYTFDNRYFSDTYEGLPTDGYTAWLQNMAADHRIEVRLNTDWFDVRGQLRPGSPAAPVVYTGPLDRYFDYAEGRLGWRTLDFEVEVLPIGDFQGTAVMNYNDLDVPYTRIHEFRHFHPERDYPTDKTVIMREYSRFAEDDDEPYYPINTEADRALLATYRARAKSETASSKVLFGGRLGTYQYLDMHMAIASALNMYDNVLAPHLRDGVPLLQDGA
# * marks the source's active call; other numbers are inactive results.
SMILES,UGM FP inh
COC(=O)CCC(=O)OC1(C)C(=O)C2=COC(c3ccc(OC)cc3)=CC2=C(Br)C1=O (centres undefined),-1.7
CC(Cc1ccccc1)(NC(=O)CN)c1ccccc1 (centres undefined),-0.8
COc1ccccc1N1CCN(CCN2C(=O)CC(=C3c4ccccc4-c4ccccc43)C2=O)CC1,-2.6
Cc1ccc(-c2csc(=S)n2CC(=O)OCC(=O)NCc2ccc(F)cc2)cc1,-2.2
C/C=C/C(O)c1ccc2ccccc2c1 (centres undefined),1.6
Cc1ccccc1Nc1nc(-c2sc(NC(=O)c3ccccc3)nc2C)cs1,-0.3
O=Cc1coc2c(ccc3ccccc32)c1=O,1.7
CCN(CC)CCCN1C(=O)c2oc3ccccc3c(=O)c2C1c1cccs1 (centres undefined),-1.3
Nc1ccc(O)c(C(=O)O)c1,2.1
Cc1c(-c2ccncc2)oc2ccc(Br)cc2c1=O,2.0
CCn1cc(C(=O)Nc2cc(C)ccc2C)c(=O)c2ccc(C)nc21,2.1
O=C1CCCC(=O)N1c1ccc(N2CCN(c3ccc([N+](=O)[O-])cc3)CC2)c([N+](=O)[O-])c1,1.3
C1CN(c2nc3nonc3nc2N2CCOCC2)CCO1,2.9
Oc1ccc2c3c1OC1C(O)CC[C@@]4(O)[C@@H](C2)N(CC2CCC2)CC[C@]314 (some centres undefined),3.6
CC(C)CCN(C(=O)COc1ccc(C#N)cc1)c1c(N)n(Cc2ccccc2)c(=O)[nH]c1=O,-1.0
CC(c1cc2ccccc2s1)N(O)C(N)=O (centres undefined),-1.3
CCCCc1ccc(/C=C2\C(=O)c3ccccc3C(O)=C2C(=O)OCC)cc1,0.7
Cc1cccc(-n2ncc3c(N4CCc5ccccc54)ncnc32)c1,-1.5
Oc1c(Cl)cc(Cl)cc1Sc1cc(Cl)cc(Cl)c1O,0.3
COc1cccc2[nH]c3c(N4CCN(Cc5ccc6c(c5)OCO6)CC4)ncnc3c12,-0.4
O=C(O)Cc1ccc(NC(=O)C2CC=CCC2C(=O)O)cc1 (centres undefined),1.4
COc1ccc(CCN(Cc2cc3cccc(C)c3n3nnnc23)C(=O)c2ccncc2)cc1OC,-1.9
CCn1cc(C(=O)NCc2ccccc2OC)c(=O)c2ccc(C)nc21,1.6
O=C(Nc1ccc(C2=NCCN2)cc1)c1ccc(Cl)c(C(=O)Nc2ccc(C3=NCCN3)cc2)c1,-1.2
COc1cc2c(cc1NC(=O)CSc1nc3ccc(C)cc3[nH]1)oc1ccccc12,0.3
Cc1cccc(NC(=O)Cn2c([N+](=O)[O-])cnc2C)c1C,0.4
CCOc1ccc(OCCCCNCCN)cc1,1.4
CCOC(=O)c1cnc2c(C)cccc2c1Nc1ccc(N2CCOCC2)cc1,1.5
CN(c1ccccc1)S(=O)(=O)c1ccc(C(=O)Nc2nnc(-c3ccc(F)cc3)o2)cc1,1.2
CC(=O)c1c(C)[nH]c(C(=O)OCC(=O)c2c(N)n(C)c(=O)n(C)c2=O)c1C,-1.5

# Grouped by structure, the entries above with a halogen
SMILES,UGM FP inh
COC(=O)CCC(=O)OC1(C)C(=O)C2=COC(c3ccc(OC)cc3)=CC2=C(Br)C1=O (centres undefined),-1.7
Cc1ccc(-c2csc(=S)n2CC(=O)OCC(=O)NCc2ccc(F)cc2)cc1,-2.2
Cc1c(-c2ccncc2)oc2ccc(Br)cc2c1=O,2.0
Oc1c(Cl)cc(Cl)cc1Sc1cc(Cl)cc(Cl)c1O,0.3
O=C(Nc1ccc(C2=NCCN2)cc1)c1ccc(Cl)c(C(=O)Nc2ccc(C3=NCCN3)cc2)c1,-1.2
CN(c1ccccc1)S(=O)(=O)c1ccc(C(=O)Nc2nnc(-c3ccc(F)cc3)o2)cc1,1.2

# (listing goes on)
SMILES,UGM FP inh
CC1CCN(CCC(=O)Nc2ccc3c(c2)OCCO3)CC1,1.3
Cc1cc(C)n2nc(SCc3nnc(-c4ccc(F)cc4)o3)nc2n1,-1.8
CCOC(=O)C1CCN(Cc2ccccn2)CC1,1.4
CCOC(=O)Cc1csc(NC(=O)c2ccc(Br)s2)n1,-2.0
CN(C)CCc1c[nH]c2ccc(C[C@H]3COC(=O)N3)cc12,1.0
CC(=O)N[C@@H](C)c1nc2ccccc2n1CCNC(=O)[C@H]1CCCN1c1nc(CN2CCCCC2)cs1,0.0
O=C(NC1CCCCC1)C(c1ccc(Cl)cc1)N(C(=O)c1ccccn1)c1cccnc1 (centres undefined),-1.1
COCCCN1C(=O)C(=O)/C(=C(/O)c2ccc(OC(C)C)cc2)C1c1ccc(O)c(OC)c1 (centres undefined),-0.5
CC[C@H](C)[C@@H](C(=O)NCCCCCCCCCCC(=O)N1CCN(C(=O)OC(C)(C)C)CC1)n1cc(CCCCN=C(NC(=O)OC(C)(C)C)NC(=O)OC(C)(C)C)nn1,-1.7
Cc1nc(C(=O)NC2CCCCC2)sc1C1(C)CC(c2cccnc2)=NO1 (centres undefined),4.3
COc1ccc(C)cc1NC(=S)NC12CN3CN(CN(C3)C1)C2,-1.4
COc1ccccc1NC(=O)C1C2C=CC(O2)C1C(=O)O (centres undefined),0.0
CCCCn1c(=O)[nH]c(=O)c2c1nc(-c1ccc(CC)c([N+](=O)[O-])c1)n2C,0.5
O=C(CC1Nc2ccccc2NC1=O)Nc1ccccc1NC(=O)CC1Nc2ccccc2NC1=O (centres undefined),1.0
COc1cc(Br)c(CC(=O)O)cc1OC,-0.2
CCOc1ccc(C2C=C(c3ccc(C)cc3)Nc3ncnn32)cc1 (centres undefined),-4.1
CCN(CC)S(=O)(=O)c1ccc(OC)c(NC(=S)Nc2cccc(C)c2)c1,1.1
Cc1cc(C)c2nc(C)cc(Nc3ccc(C(=O)N(C)C)cc3)c2c1,-0.1
COc1cccc([C@@H]2Oc3ccc(Br)cc3C(=O)[C@H]2OC(=O)NC2CCCC2)c1,3.9
CC(C)c1cc(-c2cc(C(=O)Nc3ccccc3)on2)nc(NCC2CC2)n1,-2.4
CCC1(C)Cc2c(sc3nc(SC)[nH]c(=S)c23)CO1 (centres undefined),2.8
Cc1[nH]c2ccccc2c1-c1nc(-c2ccc(Cl)cc2)nnc1-c1ccccc1,2.6
COc1cccc(-c2[nH]nc3c2C(c2ccc(C)o2)C(C#N)=C(N)O3)c1 (centres undefined),2.2
Oc1ccc(-c2nnc(-c3ccccc3)c(-c3ccccc3)n2)cc1,-1.4
O=C(Cc1cccs1)Nc1ccc(-c2nnn(CC(=O)N3CCOCC3)n2)cc1,2.0
C[C@@H]1NC(=O)c2cc([N+](=O)[O-])cc(I)c2OCC[C@@H](C(=O)NC(CC(=O)O)C(N)=O)NC(=O)[C@H](CCC(=O)O)NC1=O (some centres undefined),5.2
Cn1c2ccccc2c(=O)c2c(=O)n(Cc3ccco3)c(-c3ccc(C(C)(C)C)cc3)nc21,1.7
COc1ccc(CNS(=O)(=O)c2ccccc2Br)cc1,0.5
CC(C)(C)OC(=O)N[C@@H](Cc1ccccc1)c1nnc(S(=O)(=O)Cc2ccccc2)o1,3.1
C=CCN1c2ccccc2[C@]23C[C@@H](C(=O)OC)N(C(=O)c4cc(C)oc4C)C2=NC(C(=O)OC)=C(C(=O)OC)[C@H]13,1.6
O=C(O)/C(=C\C(=O)c1ccccc1)Nc1ccccc1,-1.9
O=C(c1ccc(-c2ccccc2)cc1)c1ccc([N+](=O)[O-])cc1,0.1
CCN1C(=NCc2cc(OC)c(OC)c(OC)c2)N[C@@H](c2ccccc2)[C@H](C(=O)OC)[C@H]1C,-2.7
COC(=O)[C@@H](NC(=O)O[C@@H]1C(=O)c2ccc(OC)cc2O[C@H]1c1cccc(C(F)(F)F)c1)C(C)C,0.8
O=Cc1sc(N2CCOCC2)nc1-c1ccccc1,4.0
CC(=O)Nc1ccc(NC(=O)c2ccc(COc3ccc4c(C)cc(=O)oc4c3)cc2)cc1,5.2
C/C=C/C=C/C(=O)Nc1cccc(C2=NOC3(C2)C[C@H](C(N)=O)N(C(=O)CC(c2ccccc2)c2ccccc2)C3)c1 (some centres undefined),1.4
O=C(NCc1ccccc1Cl)C1CCCN(c2nc3ccsc3c(=O)s2)C1 (centres undefined),-2.0
CCOC(=O)C(CC)(CCC(=O)OC)c1csc(Nc2ccccc2O)n1 (centres undefined),0.4
CCc1ccc2nc(N3C(=O)c4oc5ccccc5c(=O)c4C3c3ccc(OC)c(OC)c3)sc2c1 (centres undefined),-1.1
CC1C(c2ccccc2)=NNc2nc3c(c(=O)n(C)c(=O)n3C)n21 (centres undefined),-2.6
Cc1ccc2nc(-c3ccc(N4C(=O)CC(N5CCC(C(N)=O)CC5)C4=O)cc3)sc2c1 (centres undefined),-0.8
Cc1ccn(C(=O)c2cc3ccccc3oc2=O)n1,2.2
OC[C@H]1O[C@@H](Oc2cc(O)cc(/C=C/c3ccc(O)cc3)c2)[C@H](O)[C@@H](O)[C@@H]1O,3.1
CCOc1ccc(C2C(C(=O)c3cccs3)=C(O)C(=O)N2CCCn2ccnc2)cc1 (centres undefined),-0.2

# In another format: entries from further up
compound	UGM FP inh
Nc1ccc(O)c(C(=O)O)c1	2.1
Cc1c(-c2ccncc2)oc2ccc(Br)cc2c1=O	2.0
CCn1cc(C(=O)Nc2cc(C)ccc2C)c(=O)c2ccc(C)nc21	2.1
O=C1CCCC(=O)N1c1ccc(N2CCN(c3ccc([N+](=O)[O-])cc3)CC2)c([N+](=O)[O-])c1	1.3
C1CN(c2nc3nonc3nc2N2CCOCC2)CCO1	2.9

# (continued)
SMILES,UGM FP inh
COc1cc(NC(=O)c2ccccc2-c2ccccc2)cc(OC)c1OC,-2.9
Cc1ccc(-c2ccc(/C=N/NC(=O)c3ccccc3O)o2)cc1,0.2
CCN1CCN(Cc2c(C(=O)N/N=C(\C)c3ccc(Cl)c(Cl)c3)nnn2-c2nonc2N)CC1,4.1
Cc1cc(C)nc(-n2nc(C)cc2NC(=O)c2cccc(S(=O)(=O)N(C)C)c2)n1,0.7
O=[N+]([O-])c1ccc(N2CCNCC2)cc1NC1CC1,-0.9
CC1Oc2cc3oc4c(O)c5c(cc4c(=O)c3c(O)c2C1(C)C)C=CC(C)(C)O5 (centres undefined),-0.5
CCOc1ccc2nc(Cl)c(C3CC(c4ccccc4)=NN3C(=O)c3ccco3)cc2c1 (centres undefined),0.3
CCCNC(=O)c1c[nH]c2ccc(S(=O)(=O)N(C)c3ccc(OCC)cc3)cc2c1=O,1.3
Cc1ccc(C)n1-c1cccc(C(=O)O)c1,-1.2
C[C@H]1CC[C@H]2C(=O)N[C@H](Cc3ccccc3)C(=O)N2[C@@H]1c1ccccc1,3.1
COc1cccc(-n2c(N)c(C#N)c3ccc([N+](=O)[O-])cc3c2=O)c1,0.8
O=[N+]([O-])c1ccc2nc(N3CCNCC3)ccc2c1,-1.4
O=C(COC(=O)c1cccc([N+](=O)[O-])c1)c1ccc2c(c1)OCO2,0.9
COc1cccc(NC(=O)CSc2nnc(-c3ccoc3C)n2-c2ccccc2)c1,-0.5
NNc1nnnc2c1sc1nc(N3CCOCC3)c3c(c12)CCCC3,2.6
C=CCn1c2ccccc2c(=O)c2cc(C#Cc3ccsc3)ccc21,-1.4
C(=N\Nc1nc(N2CCOCC2)nc(N2CCOCC2)n1)/c1ccco1,0.5
Cc1nc2n(n1)C(O)c1cc([N+](=O)[O-])ccc1S2 (centres undefined),0.4
Cc1nc(NC(=O)c2ccccc2)sc1-c1csc(Nc2ccc(Cl)cc2Cl)n1,1.1
Cc1sc2ncnc(Sc3nc4ccccc4s3)c2c1C,1.4
CC(=O)c1ccc(NC(=S)N2C(C)CCCC2C)cc1 (centres undefined),-0.2
CCCCOC(=O)C(C)Nc1n[nH]c(=S)[nH]c1=O (centres undefined),-0.7
C/C(=N\Nc1ccc(F)cc1F)c1ccc(F)cc1,0.2
Cc1cc(C(C)C)n2c(nc3ccccc32)c1C#N,2.0
Cc1cn(S(=O)(=O)c2ccc(Br)c3ccccc23)cn1,1.5
Cc1cnc(SCCc2ccncc2)nc1C,1.3
CC1=C(C(=O)OCc2ccccc2)C(c2ccc(Cl)cc2Cl)NC(=O)N1CCCCCC(=O)O (centres undefined),4.4
Cc1cc(N2CCCC2)nc(N2C3CCC2CC(O)(c2ccc(F)cc2)C3)n1 (centres undefined),-0.7
Cc1c(NC(=O)CSCc2c(F)cccc2Cl)c(=O)n(-c2ccccc2)n1C,-2.6
O=C1CCCCC1C(O)c1ccc(Cl)cc1 (centres undefined),-0.5
CCN(CC)c1ccc2cc(/C(N)=N/NC(=O)c3cccs3)c(=O)oc2c1,-3.4
CCOC(=O)[C@H]1[C@H]2COc3cc(OC)ccc3[C@@H]2N2C(=O)[C@@H](CO)NC(=O)[C@@]12C,0.9
COc1ccc(CN2C(=O)C(Cc3ccccc3)Nc3ncnc(N4CCc5ccccc5C4)c32)cc1 (centres undefined),2.4
C[C@@H]1NC(=O)c2cc([N+](=O)[O-])cc(I)c2OCC[C@@H](C(=O)NC(CC(=O)O)C(N)=O)NC(=O)[C@H](CC(N)=O)NC1=O (some centres undefined),1.6
O=C(Nc1ccccn1)c1ccc2nc(-c3ccccc3)c(-c3ccccc3)nc2c1,1.1
NC(=O)[C@@H]1CCCNc2c(I)cc([N+](=O)[O-])cc2C(=O)N[C@@H](CCCN=C(N)N)C(=O)N[C@@H](CCCN=C(N)N)C(=O)N1,0.7
O=C(COC(=O)/C=C/c1ccc(Br)o1)Nc1ccccc1F,0.2
O=C(CSc1nnnn1-c1ccc(O)cc1)N1N=C(c2ccc3ccccc3c2)CC1c1ccccc1 (centres undefined),-0.5
CCOC(=O)c1c(NC(=O)c2ccc(C)cc2)sc2c1CC(C)(C)NC2(C)C,-1.2
COc1cc(/C=C(\C#N)C(=O)Nc2cccc3ncccc23)ccc1O,-0.3
Cc1nc(NC(=O)c2ccccc2)sc1-c1csc(Nc2ccc(Cl)cc2)n1,-1.2
CC(O)CCC(=O)NNC1=CC(=O)CC(C)(C)C1 (centres undefined),-3.3
Cc1ccc(C)c(CN2C(=O)C3CCCN3c3ccc(S(=O)(=O)N4CCOCC4)cc32)c1 (centres undefined),-1.5
Cc1cc(C)n(C(=O)c2ccncc2)n1,-1.1

# This is a subset (hit frequency here may not be typical).
